# Assay outcomes: PubChem BioAssay, several laboratories
# CHT allo act – allosterically activates the human high affinity choline transporter. B-score at 10 µM. 0.49% of 310,000 active. AID 488977. CHT-expressing cells, membrane potential dye, choline EC20; active compounds read high; LV-AA mutant CHT in HEK293 cells;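 active means initial fluorescence not abnormally high and integrated response B-score, plate-corrected, over 3 SD above library mean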
# Target sequence (Q9GZV3 whole entry, looked up): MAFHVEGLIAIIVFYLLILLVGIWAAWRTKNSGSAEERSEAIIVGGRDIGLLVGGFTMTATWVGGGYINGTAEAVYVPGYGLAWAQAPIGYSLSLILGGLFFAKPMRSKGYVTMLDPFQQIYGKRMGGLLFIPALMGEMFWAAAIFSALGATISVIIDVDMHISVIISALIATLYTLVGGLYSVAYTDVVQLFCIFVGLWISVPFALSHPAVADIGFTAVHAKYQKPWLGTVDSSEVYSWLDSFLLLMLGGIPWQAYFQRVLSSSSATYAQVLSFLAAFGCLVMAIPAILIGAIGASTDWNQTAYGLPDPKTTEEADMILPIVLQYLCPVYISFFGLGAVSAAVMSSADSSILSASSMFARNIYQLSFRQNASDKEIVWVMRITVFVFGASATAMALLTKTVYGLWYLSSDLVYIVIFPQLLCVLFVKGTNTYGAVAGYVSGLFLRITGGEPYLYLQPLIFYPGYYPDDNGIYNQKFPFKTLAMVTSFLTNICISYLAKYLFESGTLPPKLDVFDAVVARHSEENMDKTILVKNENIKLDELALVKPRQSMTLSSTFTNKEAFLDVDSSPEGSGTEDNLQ
# OX1R antagonist – antagonists of human orexin 1 receptor | O43613 | CHO/OX1R cells, Fluo-8 calcium fluorescence, orexin A | inhibition, % at 5 µM | 0.43% of 330,000 active | AID 434989;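 active means inhibition above its plate's threshold, mean inhibition of all tested compounds on the plate plus 3 SD, cut at about 37% in these data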;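 further: 0% = orexin A challenge wells and 100% = SB-334867-A antagonist wells; not every result past the cut was called active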
# Target sequence (O43613 whole entry, looked up): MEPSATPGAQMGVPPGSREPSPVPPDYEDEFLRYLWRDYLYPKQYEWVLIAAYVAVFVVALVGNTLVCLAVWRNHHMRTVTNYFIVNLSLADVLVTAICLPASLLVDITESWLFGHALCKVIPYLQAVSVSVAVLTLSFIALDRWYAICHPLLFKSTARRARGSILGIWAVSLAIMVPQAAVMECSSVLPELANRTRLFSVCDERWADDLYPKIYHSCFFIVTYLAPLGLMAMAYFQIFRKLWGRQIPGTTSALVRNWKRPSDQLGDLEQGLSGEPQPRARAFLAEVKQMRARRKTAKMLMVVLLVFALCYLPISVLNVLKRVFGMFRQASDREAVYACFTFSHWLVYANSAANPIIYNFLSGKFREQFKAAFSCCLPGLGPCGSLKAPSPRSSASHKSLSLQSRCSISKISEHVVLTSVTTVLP
# An asterisk follows results filed as active; i = inactive; · = no result given.
# Value order – CHT allo act, OX1R antagonist
CCOC(=O)N1CCN(C(=O)COc2cccc3c2CCN(Cc2ccccc2F)C3=O)CC1
  i, -27.6
CN(C)c1ccc(/C=C/C(=O)c2c(O)c3ccccc3oc2=O)cc1
  i, 18.5
CN(C)CCNc1c2c(c(C#N)c3nc4ccccc4n13)CCCC2
  i, -35.3
Cc1ccc(S(=O)(=O)NC(C(=O)OCC(=O)NC(=O)c2cccn2C)C(C)C)cc1 (stereo not given)
  i, -32.5
CCC(=O)c1cc(F)ccc1OCC(=O)Nc1ccc2c(c1)OCCO2
  ·, -28.3
Cc1ccc(N(CC(=O)N2CCN(Cc3ccccc3)CC2)S(C)(=O)=O)cc1C
  i, -8.0
CC1(C)COC2(OC1)C(=O)N(CN1CCOCC1)c1ccccc12
  i, -1.3
O=C(O)CC1S/C(=N/N=C/c2ccc(-c3ccc(Cl)c([N+](=O)[O-])c3)o2)NC1=O (stereo not given)
  i, -4.5
COc1ccccc1-n1nnnc1SCc1ccccc1
  i, 1.7
COc1ccc(/C=C(\C#N)c2n[nH]c(Cn3cncn3)n2)cc1
  i, -17.5
CC(=O)c1ccc(NC(=O)c2cc(-c3cccs3)on2)cc1
  i, -4.7
O=C(Nc1ccc(S(=O)(=O)Nc2ncccn2)cc1)c1ccc(F)c(S(=O)(=O)N2CCOCC2)c1
  i, -9.2
C=C(C)CN(CC)c1ccc(N2C(=O)CCCC2=O)cc1[N+](=O)[O-]
  i, -15.1
CC(CCc1ccccc1)NC(=O)COC(=O)c1ccc(NC(N)=O)cc1 (stereo not given)
  i, -6.7
Cc1ccc(CN(C(=O)c2csnn2)C(C(=O)NC2CCCC2)c2ccccn2)cc1 (stereo not given)
  i, -31.6
COc1ccccc1S(=O)Cc1ccc(C(=O)O)o1 (stereo not given)
  i, -0.8
O=C1C(=O)c2ccccc2C([O-])=C1[n+]1ccccc1
  i, -13.4
O=C(Nc1nnc(COc2ccc(F)cc2)s1)Nc1ccccc1F
  i, -7.9
Cc1nc2cc3ccccc3cc2n1C
  i, -13.0
O=C(CCC(=O)N/N=C/c1ccc(Br)s1)NCc1ccccc1
  i, -9.8
Cc1ccc2[nH]c(C(F)(F)F)cc(=O)c2c1
  i, -1.8
N#Cc1ccc(OCC(=O)n2cc(C(=O)c3cc(Cl)cc(Cl)c3O)cn2)cc1
  i, -4.9
CCc1ccc(NC(=O)CNC(=O)Cn2ccc3ccccc3c2=O)cc1
  i, -8.6
O=C(c1cc2c(ccc3ccccc32)oc1=O)N1CCCC1
  i, -22.7
COCCNC(=O)c1onc(CSc2cccc(OC)c2)c1C(=O)NCCOC
  i, -18.4
CC(CCc1ccccc1)NC(=O)C(=O)N1CCOCC1 (stereo not given)
  i, -26.2
CC(C)Cc1nnc(NC(=O)c2cc(-c3ccncc3)nc3ccccc23)s1
  i, -28.1
COc1cccc(Nc2nnc(SCn3nnc4ccccc4c3=O)s2)c1
  i, -11.6
O=C(OCc1nnc(-c2ccccc2)o1)C1CC(=O)N(CCc2ccccc2)C1 (stereo not given)
  ·, -15.6
Nc1nnc(SCC(=O)Nc2cc(C(F)(F)F)ccc2N2CCOCC2)s1
  i, -4.3
O=C1Nc2ccc(C(F)(F)F)cc2N2CCCC12 (stereo not given)
  i, -20.0
CC(C)OC(=O)c1cccnc1N1CCN(c2ccc(F)cc2)CC1
  i, -37.9
CCC(NC(=O)c1ccc2nc(Cc3ccc(OC)cc3)oc2c1)c1ccncc1 (stereo not given)
  i, 3.5
CCC(=O)N1CCc2cc(S(=O)(=O)NC(C(=O)NC(C)c3ccccc3)C(C)C)ccc21 (stereo not given)
  i, -51.5
CCOC(=O)C1(Cc2cccc(OC)c2)CCN(C2CCOCC2)CC1
  i, -38.1
CC1CCN(C(=O)c2ccc(S(=O)(=O)Cc3cc(F)ccc3F)c([N+](=O)[O-])c2)CC1
  i, -21.8
O=c1c2ccccc2cnn1-c1ccc(Cl)nn1
  i, -4.7
COc1ccccc1NCc1ccc([N+](=O)[O-])s1
  i, -16.2
COc1ccc(C(=O)OCC(=O)N2CCCCCC2)cc1S(=O)(=O)N1CCOCC1
  ·, -26.4
CC1CCCN(C(=O)c2ccc3c(=O)n(C4CCCC4)c(=S)[nH]c3c2)C1 (stereo not given)
  i, -22.5
COC(=O)c1ccccc1NC(=O)CSc1nnnn1C
  i, -6.9
CCOC(=O)C1CCN(C(=O)CCc2c(C)nc3cc(-c4ccccc4)nn3c2C)CC1
  i, -29.8
CC(C)Cc1nnc(NC(=O)c2ccc3c(c2)OCCO3)s1
  ·, -15.6
O=C(NCCSc1ccc(Cl)cc1)c1ccco1
  i, -21.7
COC(=O)c1ccc(OC(=O)CCN2C(=O)C3C4c5ccccc5C(c5ccccc54)C3C2=O)cc1 (stereo not given)
  i, -10.4
C[C@H](NCCc1ccc(O)cc1)[C@H](O)c1ccc(O)cc1
  i, 5.6
O=[N+]([O-])c1ccc2c(c1)c1ccccc1n2CCO
  i, -19.5
NC(=O)C1CCN(c2oc(-c3cccs3)nc2S(=O)(=O)c2ccc(Cl)cc2)CC1
  ·, -4.0
N#Cc1c(SCc2ccccc2)sc(C(=O)c2ccccc2)c1N
  i, -5.9
Cc1c(NC(=O)NC2CCCCC2)cccc1[N+](=O)[O-]
  i, -21.3

# Next section.
# Value order – CHT allo act, OX1R antagonist
O=C(NNC(=O)c1cccs1)c1ccc(F)cc1
  i, -15.9
CC(C)Oc1ccc(C(CC(=O)O)NC(=O)Cc2ccccc2)cc1 (stereo not given)
  i, -7.0
COc1ccc(Nc2c3c(c(C#N)c4nc5ccccc5n24)CCC3)cc1
  i, -27.7
COc1ccccc1/C=C/C=N/N1CCN(Cc2ccccc2)CC1
  i, -20.6
CCOc1ccc(S(=O)(=O)Nc2ccc(C(=O)N3CCC3)cc2)cc1
  i, -23.8
O=C(N/N=C/C(Br)=C/c1ccccc1)NC1CCCCC1
  i, -32.8
COc1cccc(NC(=O)CSc2nc(=O)n(CCN(C)C)c3c2CCCC3)c1
  i, -32.4
O=C(Oc1ccccc1-c1csnn1)c1cccs1
  i, -11.8
COc1ccc(-c2c(C)n([O-])c3c([n+]2=O)CCCCC3)cc1OC
  i, -19.3
Cc1ccc(C(=O)Nc2ccc(N3CCOCC3)nc2N2CCOCC2)cc1
  i, -6.8
CSCCC(NC(=O)COc1ccccc1)C(=O)N(C)Cc1cccc(F)c1 (stereo not given)
  ·, -26.2
O=C(NC1CCCCC1)C(c1ccccc1F)N(Cc1ccco1)C(=O)Cn1nnc2ccccc21 (stereo not given)
  i, -26.8
c1ccc(OCc2nnc3n2CCCCC3)cc1
  i, -13.9
Cc1ccc(Oc2cc(NC(=O)CCCn3nc([N+](=O)[O-])c(Cl)c3C)cc([N+](=O)[O-])c2)cc1
  i, -24.3
O=C(NCc1ccccn1)c1cc(-n2cnnc2)ccc1Cl
  i, -6.7
CCc1cccc(CC)c1NC(=O)C1CCN(C(=O)c2ccco2)CC1
  i, -13.1
C=CCNc1nc2c(c(=O)n(C)c(=O)n2C)n1CCCCCC
  i, -6.2
Cn1cc(C(=O)N2CCN(c3ccccc3)CC2)c(=O)c2cc(S(=O)(=O)N3CCCC3)ccc21
  i, -21.0
O=C(COc1ccccc1)Nc1nnc(-c2ccc3c(c2)CCCC3)o1
  i, -7.0
O=C(CN1C(=O)NC2(CCCC2)C1=O)c1ccc(Cl)s1
  i, -21.4
Cc1ccc(-c2nnc(SCC(=O)NNC(=O)COc3cccc4ccccc34)n2C)cc1
  i, -8.0
COC(=O)c1c(C)[nH]c(C(=O)CN2C(=O)NC3(CCOc4ccccc43)C2=O)c1C (stereo not given)
  ·, -16.4
COc1ccc(C2=CC(=O)C[C@H](c3ccc(OC)cc3)C2)cc1
  ·, -11.6
Cc1ccc(NC(=O)COc2ccccc2C(=O)NCCN(C)C)cc1
  i, -3.6
CCOc1ccccc1CNCCNC(=O)c1nonc1N
  i, -9.6
O=C1N(CCCN2C(=O)C3(OCCO3)c3ccccc32)c2ccccc2C12OCCO2
  i, -9.8
COc1ccccc1/C=C1\SC(=S)N(CCC(=O)Nc2cc(C)on2)C1=O
  i, -18.2
C=CCNC(=O)C1CCN(c2cc(C)nc(-c3ccccc3)n2)CC1
  i, -26.5
Nc1nc(F)cc(N2CCCCCC2)n1
  i, 1.1
N#C/C(=C\c1ccc(Sc2ccccc2)o1)c1nc2ccccc2[nH]1
  i, -10.6

# Molecules shown so far containing a COOH group (3):
# Value order – CHT allo act, OX1R antagonist
O=C(O)CC1S/C(=N/N=C/c2ccc(-c3ccc(Cl)c([N+](=O)[O-])c3)o2)NC1=O (stereo not given)
  i, -4.5
COc1ccccc1S(=O)Cc1ccc(C(=O)O)o1 (stereo not given)
  i, -0.8
CC(C)Oc1ccc(C(CC(=O)O)NC(=O)Cc2ccccc2)cc1 (stereo not given)
  i, -7.0

# (continued)
# Value order – CHT allo act, OX1R antagonist
O=C(Cc1ccccc1)NNC1CC(=O)N(c2ccccc2)C1=O (stereo not given)
  i, 3.7
O=C(NCc1ccc(F)cc1)C1CC(=O)N(CCc2ccccc2)C1 (stereo not given)
  i, -20.3
COc1ccc(OC)c(Nc2c3ccccc3nc3ccccc23)c1
  i, -35.2
CCN(C(=O)Cc1c(C(=O)O)n(CC)c2ccccc12)c1cccc(C(F)(F)F)c1
  i, 2.8
O=C1CCCN1CCCNS(=O)(=O)c1cccs1
  ·, -9.9
CC(C)CCNC(=O)NC(=O)CSc1nnc(-c2ccccc2Br)o1
  i, -11.8
COc1cccc(/C=C2\SC(=S)N(CCCC(=O)N3CCCCC3)C2=O)c1
  i, -26.5
CCn1c(SCC(=O)NC2CCCCC2)nnc1-c1cc2cccc(OC)c2o1
  i, -16.7
O=CN1CCN(C(=O)c2ccc3c(c2)OCO3)CC1
  i, ·
S=C(NCCC(c1ccccc1)c1ccccc1)Nc1ccc(Cl)cc1
  i, 16.3
Cn1c(O)c(/C=N/Nc2ccccc2)c(=O)n(C)c1=O
  i, -4.9
O=C1c2ccccc2C(Nc2ccc3c(c2)OCO3)N1Cc1ccco1 (stereo not given)
  i, -9.1
COc1cc(S(=O)(=O)N2CCOCC2)ccc1NC(=O)CSc1n[nH]c(=O)[nH]c1=O
  i, -5.6
C/C(N)=C(/C#N)C(=O)COC(=O)CCCNC(=O)c1ccc(Cl)cc1
  i, -17.1
Cc1ccc(C(=O)Nc2ccc3c(c2)OCO3)cc1S(=O)(=O)N1CCCCC1
  i, -4.0
CCOc1cc(/C=C2/NC(=O)N(CC(=O)OC)C2=O)ccc1O
  i, -3.6
Cc1c(CCC(C)C)c(=O)n2c([nH]c3ccccc32)c1C#N
  i, -37.5
CC(C)c1ccc(S(=O)(=O)N2CCN(C(=O)Cc3ccsc3)CC2)cc1
  i, -30.8
C[n+]1ccc(/C=C/c2c[nH]c3ccccc23)cc1
  i, 14.6
CC(OC(=O)c1c[nH]c2ccccc12)C(=O)N1CCCC1 (stereo not given)
  ·, 13.8
CCOc1ccc(OCCSc2ccc(S(=O)(=O)N3CCN(C)CC3)cn2)cc1
  ·, 12.6
Cc1ccc(CNC(=O)C2COc3ccccc3O2)cc1 (stereo not given)
  i, -7.9
CCP(=O)(c1ccccc1)C(C)(C)O (stereo not given)
  i, -1.4
Nc1nc(-c2ccc3ccccc3c2)cs1
  i, -9.9
COC(=O)c1ccc(S(=O)(=O)N2CCN(C)CC2)n1C
  i, -6.0
CN(C)c1ccc(N=Nc2ccccc2C(=O)OCC(=O)N(C)C2CCCCC2)cc1
  i, -18.4
c1ccc(Cn2c(-c3ccco3)nc3nc4ccccc4nc32)cc1
  i, -24.8
O=C(Cc1cccs1)Nc1nc(-c2ccccc2)cs1
  i, -20.6
O=C(Cc1ccccc1[N+](=O)[O-])N1CCN(S(=O)(=O)c2ccccc2)CC1
  i, -13.1
COc1cc(/C=C2/C(=O)ON=C2C)ccc1OCc1ccccc1F
  i, 2.5
Cc1nnc(N2C(=O)C(=O)/C(=C(\O)c3ccc4c(c3)CC(C)O4)C2c2ccccc2)s1 (stereo not given)
  i, -11.8
Cc1nn2c(=O)nc3sc4c(c3c2[nH]c1=O)CCCC4
  i, -2.3
Cc1ccc(NC(=O)COC(=O)Cn2cnc3ccccc32)cc1S(=O)(=O)N(C)C
  i, -1.0
Cc1nc2ccc(C(=O)N3c4ccccc4CC3C)cc2s1 (stereo not given)
  i, -4.4
Cn1c(Sc2ccc([N+](=O)[O-])cc2C(F)(F)F)nnc1-c1ccccc1
  i, -37.3
CSc1nc2ccc(NS(=O)(=O)c3ccc([N+](=O)[O-])cc3)cc2s1
  i, -22.7
NC(=O)C1CCN(Cc2nc3c(Br)cc(Br)cc3c(=O)[nH]2)CC1
  i, -5.7
C=CCn1c(SCCN2CCOCC2)nc2c1c(=O)[nH]c(=O)n2C
  i, -9.9
Cc1nn(-c2cccc(C(F)(F)F)c2)c(=O)c2ccccc12
  i, -12.3
OCCNCCCCOc1ccc(F)cc1
  i, -15.6
CN(C)S(=O)(=O)c1ccc(C(=O)Nc2ccc3nc(N4CCOCC4)sc3c2)cc1
  ·, -16.7
CCCCCNC(=O)[C@@H]1CSC2c3ccccc3C(=O)N21 (stereo not given in full)
  i, -28.8
CSCCC(NC(=O)CCC(=O)OCC(=O)[C@@]1(O)CCC2[C@@H]3CCC4=CC(=O)C=C[C@]4(C)C3[C@@H](O)C[C@@]21C)C(=O)O (stereo not given in full)
  i, -13.5
CCN1/C(=N\N)c2cccc3cccc1c23
  i, 9.2
CCOC(=O)c1cnc2c(C(=O)OCC)cnn2c1N
  i, -1.9
Cn1c(=O)cc(OCC(=O)NC2CCCCC2)c2ccccc21
  i, -8.2

# A few values from the list.
# In OX1R antagonist, `CCCCCNC(=O)[C@@H]1CSC2c3ccccc3C(=O)N21` (stereo not given in full) has the entry -28.8
# In OX1R antagonist, `CSCCC(NC(=O)CCC(=O)OCC(=O)[C@@]1(O)CCC2[C@@H]3CCC4=CC(=O)C=C[C@]4(C)C3[C@@H](O)C[C@@]21C)C(=O)O` (stereo not given in full) has the entry -13.5
